UDG counter: UDG inhibition counter-screen. FRET deamination/UDG coupled assay, UDG read, 4 h. Potency, µM (top dose mostly 115 µM), inactives show at the highest dose activity change, negative = inhibition, hits mostly inhibitors. actives 0.14% (n = 91,000). AID 1347430; also: nearly all actives have a fitted effect of over 65% in size
AID inhibitor: blocks human AID cytidine deaminase activity; actives 0.32% (n = 91,000); Q9GZX7; AID 1347428; Potency, µM (highest dose often 115 µM), without a hit: at the top dose activity change, negative = inhibition, usual class: inhibitors; AID deamination FRET fluorescence, UDG-coupled, 4 h; also: nearly all actives have a fitted effect of over 25% in size
Target sequence (Q9GZX7 whole entry, looked up): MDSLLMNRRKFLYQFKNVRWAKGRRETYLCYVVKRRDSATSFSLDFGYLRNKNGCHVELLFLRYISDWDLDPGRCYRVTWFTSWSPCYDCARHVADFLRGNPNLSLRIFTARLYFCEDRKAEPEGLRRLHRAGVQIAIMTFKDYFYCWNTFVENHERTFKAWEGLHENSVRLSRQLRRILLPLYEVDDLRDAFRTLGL
An asterisk follows results filed as active; ? = inconclusive; [ ] = dose if it differs, or a comment. Calls follow the shape of the dose curve; as a rule, active = well fitted curve in the direction sought with a large enough effect; inconclusive = small, poorly fitted or top-dose-only effect, or another doubt; inactive = no such curve, though single readings can be large; an effect the other way counts as inactive or inconclusive. % is scaled to controls: 0 for no effect and ±100 for the full control effect; potency is read from the fitted curve at half-maximal effect.

SMILES | UDG counter | AID inhibitor
c1ccc2c(c1)ncn2-n1cccc1 | 7% | -3%
Cc1nc2ncnn2c(C)c1CCC(=O)NCc1ccccc1Cl | -7% | 4%
CCOC(=O)c1c(NC(=O)COc2ccccc2)sc(C(C)=O)c1C | 4% | 76%[activator]
CCOC(=O)c1cc2c(=O)n3ccccc3nc2n(CCCOC)c1=NC(=O)c1cc2ccccc2o1 | 14% | 4%
Fc1cccc(COc2ccc(-c3nnco3)cc2)c1 | -8% | -15%
CCc1ccc(OCC(=O)Nc2ccc3oc(C)nc3c2)cc1 | -6% | -6%
Cc1ccsc1C(=O)NC1CCSC1=O (stereo not given) | -1% | -7%
COc1ccc(CCNC(=O)c2ccc3c(c2)N(Cc2ccc(F)cc2)C(=O)c2ccccc2S3(=O)=O)cc1OC | -7% | ?
Cc1ccc(Cl)cc1NC(=O)N1CCC(CN2CCc3ccccc3C2)CC1 | 0% | 42%[activator]
CC(C)(C)OC(=O)NC(C)(C)C(=O)NCC(O)c1ccccc1 (stereo not given) | -3% | 2%
O=c1oc2ccccc2c(NC2CCCCC2)c1NS(=O)(=O)c1cccs1 | 2% | 0%
Cc1ccc(NC(=O)CN2C(=O)COc3ccc(S(=O)(=O)Nc4ccccc4)cc32)c(C)c1 | 4% | -1%
Fc1cccc(-c2nc(COc3ccc(Oc4ccccn4)cc3)co2)c1 | -3% | -21%
O=C(CN1CCN(CC(=O)Nc2ccccc2C(=O)c2ccccc2)CC1)Nc1ccc(F)cc1 | -1% | -9%
CC1CCN(C(=O)c2nn(C)c(=O)c3ccccc23)c2ccccc2S1 (stereo not given) | -4% | -5%
COc1ccc(-c2nc(Cn3c(SCc4ccc(C)cc4)nc4cccnc43)c(C)o2)cc1OC | -15%[57.5 µM] | ?
Cc1oc(-c2cccs2)nc1CC(=O)Nc1ccccc1N1CCCC1 | -7% | -16%
CC(=O)Nc1ccc(NC(=O)c2ccc3c(c2)N(Cc2cccc(Cl)c2)C(=O)c2ccccc2S3=O)cc1 (stereo not given) | 1% | 7%
CCc1ccc(-n2c(=O)c3c4c(sc3n(CC(=O)NCCCOC)c2=O)CCCC4)cc1 | -7% | -5%
Cc1ccccc1N1CCN(C(=O)c2cc3ccccc3[nH]2)CC1 | 3% | -11%
COc1ccccc1-c1c(NC(=O)c2ccco2)n(-c2ccccc2)nc(C)c1=O | -6% | 2%
COc1ccc(C(=O)/C=C/c2ccccc2F)c(OC(=O)c2ccccc2Br)c1 | -5% | -12%
CC(C)c1cc(C(N)=O)c(NC(=O)Cc2c(F)cccc2Cl)s1 | 0% | -1%
COc1cc(OC)c(C(=O)/C=C/c2ccc(C#N)cc2)cc1Cl | -5% | -15%
Cc1ccc(NS(=O)(=O)c2ccc3c(c2)n(C)c(=O)n3C)cc1C | 3% | 13%
CCOc1ccccc1CNC(=O)c1sc2ncccc2c1-n1cccc1 | 16% | -27%
Cc1ccc(-n2c(=O)c3ccc(C(=O)NCc4ccccc4Cl)cc3n(CC(=O)Nc3cccc(Cl)c3)c2=O)cc1 | 8% | 10%
COC(=O)c1sccc1S(=O)(=O)Nc1ccc(SC(F)F)cc1 | -8% | 2%
O=C(c1ccc(OCc2cn3ccccc3n2)cc1)N1CCN(c2ncccn2)CC1 | -2% | -2%
Cc1ccc(OCC(=O)Nc2ccc3nc(SCc4ccccc4)sc3c2)cc1 | 16% | 25%
CCCCN(CCCC)C(=O)C1CCN(S(=O)(=O)c2cccc3nsnc23)CC1 | -11% | ?
CCc1ccc(C(=O)NCc2ccnc(N3CCN(C)CC3)c2)s1 | 10% | 8%
Cc1ccc(Cl)cc1NC(=O)c1sc2nc(C)c(C)c(C)c2c1N | -2% | -19%
Cc1cccc(N(Cc2cc3ccccc3[nH]c2=O)C(=O)c2cccc(Cl)c2)c1 | -11% | 23%
COc1ccc(Cc2c(C)nn(-c3nc(C)c(C(=O)Nc4ccc(C)cc4C)s3)c2C)cc1 | -5% | 3%
Cc1ccc(Cn2c(=O)n(Cc3ccccc3Cl)c(=O)c3ccccc32)cc1 | 21% | -6%
CCC(=O)N1CCc2cc(S(=O)(=O)CCC(=O)N3CCN(c4ccccc4F)CC3)ccc21 | -14% | 1%
O=C(Nc1ccc(-c2ccccc2)cc1)c1ccc(Cl)cc1Cl | 6% | 3%
COc1cccc(/C=C/c2nc(C#N)c(NCCN3CCOCC3)o2)c1 | -2% | 0%
CCc1cc2c(cc3c(=O)n(CC(=O)NCCOC)nc(CC)n32)s1 | -10% | -5%
Cc1ccc(CN2CCCN(CC(=O)Nc3ccc(C)cc3C)S2(=O)=O)cc1 | 0% | -16%
Cc1cccc(CSCC(=O)N2CCCC2)c1 | 0% | -5%
COc1cc2ccccc2cc1C(=O)Nc1ccc2oc(-c3ccc(F)cc3Cl)nc2c1 | -2%[57.5 µM] | -4%[57.5 µM]
CCc1ccccc1NC(=O)c1cc2sc(Cl)cc2n1CC | -11% | -12%
CC(C)C(NC(=O)c1ccc2c(c1)NC(=O)CS2)c1cccs1 (stereo not given) | -4% | -3%
Cc1cccc(CCNC(=O)c2cnc3c(C)cccn3c2=O)c1 | 1%[57.5 µM] | -18%
Cc1ccccc1NC(=O)C(=O)NCCc1csc2nc(-c3ccccc3F)nn12 | -9% | 3%
Cc1ccc(SC(=O)c2ccccc2Br)cc1 | -6% | -17%
Cc1ccc2sc(N(Cc3cccnc3)C(=O)C3COc4ccccc4O3)nc2c1C (stereo not given) | -10% | -20%
Cn1c(-c2ccc(Br)cc2)cc2ccccc21 | -12% | -8%
Cc1nn2c(=O)cc(COC(=O)c3ccc(NC(=O)c4cccs4)cc3)nc2s1 | -10% | -23%
O=[N+]([O-])c1ccccc1S(=O)(=O)NCc1cccs1 | -2% | 4%
COc1ccc(C)cc1NC(=O)NCCn1nnc2cc(S(=O)(=O)N(C)C)ccc21 | -4% | -4%
Cc1cccc(NC(=S)NCCO)c1 | -18% | -15%
COC(=O)c1ccc(C(=O)NCC(C)C)cc1 | 9% | -3%
Cc1ccc(C)c(Nc2ncnc3sccc23)c1 | 0% | -4%
Cc1cccc(N2CCN(S(=O)(=O)c3ccc(F)c(C(=O)Nc4ccc(C(C)C)cc4)c3)CC2)c1C | -9% | ?
CN(C)S(=O)(=O)c1ccc(C(=O)NCCSc2c(-c3ccc(Cl)cc3)[nH]c3ccccc23)cc1 | -16% | ?
O=C(Nc1ccccc1)C1CCCO1 (stereo not given) | -10% | -4%
O=S(=O)(c1ccccc1)c1nnn2c1nc(NC1CCCCCC1)c1sccc12 | 0% | 7%

Additional results:
SMILES | UDG counter | AID inhibitor
O=C(CCc1c[nH]c2ccccc12)NCC(F)(F)F | 6% | 1%
COc1ccc(-c2nc(S(=O)(=O)c3ccc(F)cc3)c(N3CCOCC3)o2)cc1 | -2% | -8%
Cc1cc(S(=O)(=O)C(CNC(=O)c2ccc(F)c(F)c2)c2cccs2)ccc1F (stereo not given) | -2% | 5%
N#Cc1nc(-c2ccccc2Cl)oc1N1CCOCC1 | -5% | -5%
Cc1ccccc1CNCCSc1nnnn1-c1ccccc1 | 5% | 2%
Cc1ccc(-c2nc(C)sc2CC(=O)NCC23CC4CC(CC(C4)C2)C3)cc1 | -13% | -11%
Cc1ccc(Cc2c(C)nc3nc(SCC(=O)NC4CCC(C)CC4)nn3c2C)cc1 (stereo not given) | -7% | ?
CCOc1ccccc1-c1noc(CSc2nnc(-c3ccccc3)n2-c2ccc(F)cc2)n1 | -1% | -1%
CN(C)CCN(Cc1ccco1)C(=O)c1oc2ccccc2c1NC(=O)c1ccccc1 | 5% | 3%
Cc1c(C(=O)N(Cc2ccccc2F)C2CCS(=O)(=O)C2)oc2ccc(F)cc12 (stereo not given) | -22% | ?
CCOCCCNC(=O)c1cnc2sc(N3CCCCCC3)nn2c1=O | 2% | 12%
O=C(O)C/C(=C/c1ccc(-c2ccccc2)cc1)c1nc2ccccc2s1 | -2% | ?
O=C(NCC(c1cccs1)S(=O)(=O)c1cccs1)c1ccccc1 (stereo not given) | -12% | -8%
CCOC(=O)c1cccc(NC(=O)c2ccc(-n3cnc(NC(=O)C(C)C)c3)cc2)c1 | 4% | -9%
CCOC(=O)COc1cc(C)c(Cl)cc1C(=O)c1ccn2nc(-c3ccc(OC)cc3)cc2n1 | -8% | 12%

5 entries picked at random from those above, as already listed:
SMILES | UDG counter | AID inhibitor
Cc1ccc(NS(=O)(=O)c2ccc3c(c2)n(C)c(=O)n3C)cc1C | 3% | 13%
COc1ccc(C(=O)/C=C/c2ccccc2F)c(OC(=O)c2ccccc2Br)c1 | -5% | -12%
Cc1ccc2sc(N(Cc3cccnc3)C(=O)C3COc4ccccc4O3)nc2c1C (stereo not given) | -10% | -20%
CCOCCCNC(=O)c1cnc2sc(N3CCCCCC3)nn2c1=O | 2% | 12%
Cc1ccc(-n2c(=O)c3ccc(C(=O)NCc4ccccc4Cl)cc3n(CC(=O)Nc3cccc(Cl)c3)c2=O)cc1 | 8% | 10%

Continuation:
SMILES | UDG counter | AID inhibitor
CC(C)(C)C(=O)Nc1cccc(NCC(=O)NC2(C#N)CCCC2)c1 | 2% | -1%
COc1cc(/C=C(/C#N)C(=O)OC(C)C)cc(Cl)c1O | 3% | 11%
Cc1cc(C)c2c(n1)SCC(=O)N2CC(=O)Nc1ccccc1C | 1% | 11%
O=C(CCCn1c(=O)[nH]c2ccsc2c1=O)N1CCN(c2ccc(Cl)cc2)CC1 | 1% | 4%
COc1cc(/C=C/c2nc(C#N)c(NCCCN(C)C)o2)cc(OC)c1OC | -1% | 3%
CN1C(=O)C2(SCC(=O)N2c2ccc(F)cc2)c2ccccc21 (stereo not given) | 7% | 20%
Nc1nccnc1C(=O)NCc1cc(Br)ccc1F | -4% | -9%
N#Cc1ccccc1CNc1ccc(F)c(F)c1F | -2% | -1%
Cc1cc(Cl)ccc1OC(=O)/C(C#N)=C/c1ccc(Cl)cc1 | 0% | -9%
COc1ccc(C)cc1NC(=O)c1ccc(=O)n(Cc2ccccc2)c1 | 0% | -15%
CCc1ccc2oc(-c3ccc(NC(=O)c4ccc(OC)c(Br)c4)cc3)nc2c1 | 3%[57.5 µM] | -7%
COc1ccc(C2=NN(CC(=O)NCCc3ccccc3)C(=O)CC2)cc1 | 2%[57.5 µM] | 1%
Cc1ccc(C)c(/C=C/c2nc3ccccc3s2)c1 | 5% | -3%
CC(NC(=O)C(C)(C)C)C1CC1 (stereo not given) | -3% | 16%
COc1ccc(C(=O)Oc2ccc(C(c3c(C)[nH][nH]c3=O)c3c(C)[nH][nH]c3=O)cc2OC)cc1 | -8% | ?
CC(=O)c1ccc(NC2=NS(=O)(=O)c3ccccc32)cc1 | 7% | 6%
CSCCCNC(=S)Nc1cc(F)ccc1C | -5% | -7%

Sorted by molar mass (low to high): 6 of the compounds above.
SMILES | UDG counter | AID inhibitor
CC(NC(=O)C(C)(C)C)C1CC1 (stereo not given) | -3% | 16%
Cc1ccc(C)c(/C=C/c2nc3ccccc3s2)c1 | 5% | -3%
CC(=O)c1ccc(NC2=NS(=O)(=O)c3ccccc32)cc1 | 7% | 6%
Nc1nccnc1C(=O)NCc1cc(Br)ccc1F | -4% | -9%
Cc1cc(C)c2c(n1)SCC(=O)N2CC(=O)Nc1ccccc1C | 1% | 11%
COc1ccc(C)cc1NC(=O)c1ccc(=O)n(Cc2ccccc2)c1 | 0% | -15%

Some of the compounds tested (hit frequency here may not be typical).
